MgcRacGAP inhibition: MgcRacGAP GTPase-activating activity inhibitors, confirmation, biochemical, ADP Hunter fluorescence; MgcRacGAP-stimulated Rac1 GTP hydrolysis, ADP Hunter fluorescence; higher % means a stronger effect; GST-tagged Rac1 F28L mutant substrate; inhibition, % at 30 µM; hits with a dose series show IC50 in µM; 340,000 compounds, 0.6% hits; AID 624330;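 active means first-screen hits whose inhibition reached a set limit at any dose in the follow-up dose series; inconclusive means inhibition above the set first-screen limit but never retested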;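 further: fluorescence reports GDP produced by GAP-driven GTP hydrolysis; strong numbers were not always called active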
RSV antiviral HEp-2: inhibition of RSV-induced cytopathic effect – HEp-2 cells, primary 10 µM value included (AID 2391); HEp-2 cells, RSV-induced CPE inhibition; higher % means a stronger effect; CPE inhibition, % at 10 µM, or IC50 in µM where a hit was titrated; 310,000 compounds, 0.13% hits; in the data active means a potency from the dose series; inconclusive means CPE inhibition mostly from about 23% at the one dose, without a potency; inactive means the rest, 99 in 100 with CPE inhibition below about 21%; further: strong numbers were not always called active
Myeloid diff 2: promotes myeloid progenitor differentiation; ER-HoxA9 myeloid progenitors, lysozyme-GFP differentiation, flow cytometry; 360,000 compounds, 1% hits; calls only at 10 µM; AID 624256;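 active means normalized GFP-positive differentiation at or above the plate's own cutoff, the solvent-only control mean plus 3 SD; inconclusive means no clear call, values can overlap the other calls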;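 further: cells exposed to compound for four days before flow analysis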
TNAP activation fold: stimulation of alkaline phosphatase TNAP activity – biochemical, luminescent, no phosphate acceptor, uHTS, primary screen (AID 1001); 200,000 compounds, 0.03% hits; activation fold at 20 µM; hits with a dose series show EC50 in µM; purified TNAP, luminescent activation assay, no phosphate acceptor; higher activation fold means a stronger effect; in the data active means activation fold from about 3, or a potency from the dose series; inactive means the rest, 99 in 100 with activation fold below about 1.6; further: many of its hits are not listed in these tables
NTR1 agonist: NTR1-driven beta-arrestin-GFP spot formation – imaging, U2OS cells, high content, primary screen (AID 493036); 330,000 compounds, 0.17% hits; P30989; agonist mode; activation, % at 20 µM;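 active means activation at or above 40% of the spot to cytoplasm intensity ratio, with at least 20 cells analyzed; inconclusive means wells under 20 cells, flagged as cytotoxic or low count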;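 further: 0% = DMSO without peptide and 100% = 100 nM NTR1 peptide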
Target sequence (P30989 whole entry, looked up): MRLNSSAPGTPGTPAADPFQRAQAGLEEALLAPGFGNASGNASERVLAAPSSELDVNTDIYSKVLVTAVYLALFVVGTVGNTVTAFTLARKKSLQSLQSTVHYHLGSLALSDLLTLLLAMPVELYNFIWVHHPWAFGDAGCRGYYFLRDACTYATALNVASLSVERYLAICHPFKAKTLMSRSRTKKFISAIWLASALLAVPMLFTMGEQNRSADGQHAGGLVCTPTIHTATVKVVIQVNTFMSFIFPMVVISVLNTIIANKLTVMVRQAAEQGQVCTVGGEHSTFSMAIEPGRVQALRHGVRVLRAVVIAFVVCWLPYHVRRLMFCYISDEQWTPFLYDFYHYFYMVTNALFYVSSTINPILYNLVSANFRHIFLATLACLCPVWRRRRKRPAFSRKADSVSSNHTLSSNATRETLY
SV40 large T antigen: TAg ATPase/helicase activity blockers – biochemical (AID 1903) | SV40 large T antigen ATPase/helicase inhibition assay; higher % means a stronger effect | inhibition, % at 20 µM; hits with a dose series show IC50 in µM | 310,000 compounds, 0.39% hits; in the data active means a potency from the dose series; inconclusive means inhibition mostly from about 32% at the one dose, without a potency; inactive means the rest, 99 in 100 with inhibition below about 32%; further: strong numbers were not always called active
K1F lysis inhibition: inhibition of K1F phage lysis, E. coli UTI89, bacterial capsule biogenesis inhibitors, alamar blue (AID 488966) | 340,000 compounds, 0.02% hits | E. coli UTI89 K1F phage lysis, alamar blue, 2 h; higher % means a stronger effect | inhibition, % at 100 µM, or IC50 in µM where a hit was titrated;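 active means phage lysis inhibition, versus mean bacterial control, above a set limit; inconclusive means no clear call, values can overlap the other calls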;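 further: capsule biogenesis inhibitors block K1F phage lysis so surviving cells raise fluorescence; higher fluorescence means more inhibition of phage lysis; actives were called in the ten point dose series up to 300 µM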
T cell modulator: T cell immune modulation candidate | 2C CD8+ T cell-vesicle binding, flow cytometry; hits give low values | calls only at 7 µM | 330,000 compounds, 0.068% hits;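 active means response, share of CD8 T cells binding vesicles, and their 90th percentile fluorescence all below set limits, cut at about 80% in these data, passing the limit was not always enough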
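Read-out – percent CD8+ FL2 mean versus row control · System – murine 2C transgenic CD8+ T lymphocytes · Times – 1.5 h cell–vesicle binding at 37 °C, then 20 min icy labelling · Control set – naked vesicles low, QL9 vesicles with vehicle high · Detection – cytometric PE anti-B7-1 and Alexa647 anti-CD8 signals after 1% paraformaldehyde fixation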
Salmonella PhoP GFP: PhoP-dependent GFP reporter repression – Salmonella Typhimurium, primary screen (AID 1863) | 300,000 compounds, 0.16% hits | S. Typhimurium PhoP-regulated promoter GFP reporter, 4 h; higher % means a stronger effect | inhibition, % at 50 µM, or IC50 in µM where a hit was titrated;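 active means inhibition over 29.93%, a cutoff 3 SD above the screen mean, later confirmed by dose response; inconclusive means inhibition over 29.93% but no dose response follow-up; inactive means inhibition at most 29.93% or unconfirmed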;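 further: 0% = low Mg2+ inducing control and 100% = high Mg2+ repressing control; strong numbers were not always called active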
T cell modulator vesicle-bound %: recorded beside T cell modulator, whose call it bears; double positive events, %; measured here: CD8+ vesicle-bound cell fraction;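 binding gate set so that unloaded-vesicle control wells show 10% double positive cells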
NTR1 agonist cell count 20 µM: second read-out of NTR1 agonist, no call of its own (marks repeat the call); cell count; measured here: cell count, cytotoxicity flag
Myeloid diff 2 GFP+ MAC1+ %: second read-out of Myeloid diff 2, no call of its own (marks repeat the call); GFP+ MAC1+ double positive, %; measured here: differentiation confirmed by MAC1 staining
Numbers without * were called inactive; i = inactive; ? = inconclusive; · = no result given; [ ] = remark or other dose.

SMILES	MgcRacGAP inhibition	RSV antiviral HEp-2	Myeloid diff 2	Myeloid diff 2 GFP+ MAC1+ %	TNAP activation fold	NTR1 agonist	NTR1 agonist cell count 20 µM	SV40 large T antigen	K1F lysis inhibition	T cell modulator	T cell modulator vesicle-bound %	Salmonella PhoP GFP
O=C(Nc1cccc(F)c1)Nc1ccc2c(c1)CCC2	0%	2.6%	i	0.7	·	0.7	60	14%	-0.1%	i	16	-2%
O=C(NCCc1ccc(Cl)cc1)C1=CC=CN2CCS(=O)(=O)N=C12	4%	0.9%	i	0.4	·	-0.8	86	·	0.6%[50 µM]	i	40	·
CCOc1cc(C(=O)NCCOC)cc(OCC)c1OCC	8%	0.5%	i	0.5	1.1	2.0	53	10%	0.4%	i	48	-5%
CC(C)c1ccc(O)c(NC(=S)NC(=O)CCc2ccccc2)c1	2%	2.6%	i	0.4	1.3	1.4	39	21%	-1.3%	i	24	-5%
Cc1nc(N2CCCC2)c2nnn(Cc3ccccc3Cl)c2n1	-12%	0.0%	i	13	1.1	3.6	60	-1%	1.8%	i	29	-3%
COC(=O)c1cn(C(=O)c2ccc(Br)o2)c2ccccc12	12%	-0.1%	i	0.7	1.1	-0.3	32	16%	0.2%	i	38	9%
COc1ccc(-c2csc(NC(=O)C3=COCCO3)n2)cc1OC	12%	·	i	0.3	·	0.9	35	·	1.6%[50 µM]	·	·	·
Cc1cc(C(F)(F)F)nn1CC(=O)N(C)c1ccccc1	3%	1.3%	i	0.4	1.1	0.0	40	8%	0.5%	i	55	5%
COc1cc(/C=N/NC(=O)c2cccnc2)ccc1OCC(=O)Nc1ccc(C)cc1	8%	-0.6%	i	0.1	1.1	1.6	81	1%	0.4%	i	34	-14%
CCOC(=O)c1ccc(NC(=O)C(CC)(CC)C(=O)OCC)cc1	2%	1.9%	i	2.0	1.1	-0.2	95	11%	-0.3%	i	39	-9%
COc1ccccc1NS(=O)(=O)c1ccc(C(=O)NCCCN2CCOCC2)cc1	-2%	·	i	2.2	·	-2.9	9	·	-0.7%[50 µM]	·	·	·
Cc1cc(C)n(CC(O)COCc2ccccc2)n1 (stereo not given)	8%	0.1%	i	2.0	1.1	2.4	86	8%	0.3%	i	29	-9%
N#CCc1ccc(NC(=O)c2ccc(CN3CCc4ccccc4C3)cc2)cc1	-5%	7.8%	i	0.5	·	0.4	66	6%	-0.1%	i	52	-1%
CC(=O)c1ccc(N2CCN(C(=O)/C=C/c3ccc(S(=O)(=O)N4CCOCC4)cc3)CC2)cc1	1%	21%	i	0.0	1.1	0.9	62	9%	0.5%	i	54	5%
C[C@H](NC(=O)C1CC(=O)N(c2ccc3c(c2)OCO3)C1)C(=O)NC1CCCCC1 (stereo not given in full)	10%	1.3%	i	1.7	·	-0.8	53	9%	0.2%	i	3	-6%
O=C(Oc1ccc(N(Cc2cccs2)C2=NS(=O)(=O)c3ccccc32)cc1)c1ccccc1F	5%	-0.1%	i	0.6	1.1	0.2	78	15%	0.2%	i	27	-10%
O=C(c1cnn(C(=O)c2ccco2)c1)c1ccccc1O	9%	·	i	1.5	·	0.7	58	·	0.8%[50 µM]	i	40	·
CCc1nc(Sc2nnnn2-c2ccccc2)c2c3c(sc2n1)CCCC3	9%	2.5%	i	0.1	1.1	11	49	1%	0.5%[50 µM]	i	46	7%
O=C(N/C(=C/c1ccco1)C(=O)N1CCOCC1)c1cccs1	7%	5.6%	i	0.1	1.1	1.4	43	-4%	0.4%	i	30	-2%
O=C(CSCc1ccccc1Br)Nc1ccccc1	8%	9.1%	i	0.7	·	0.1	64	7%	0.1%	i	41	-1%
CCOc1ccccc1C1NC(=O)NC(C)=C1C(=O)OC1CCCC1C (stereo not given)	5%	1.6%	i	0.7	1.1	-0.3	30	0%	-0.6%	i	3	3%
COc1ccc(NC(=O)c2ccco2)cc1NC(=O)c1cc2ccccc2o1	2%	1.9%	i	0.4	1.1	3.2	75	0%	0.6%	i	13	1%
O=c1c2ccccc2n2c(-c3cccc(F)c3)nnc2n1Cc1ccccc1	-6%	1.6%	i	0.9	1	1.0	50	18%	3.1%	i	44	-3%
CCC(C)[C@H](NS(=O)(=O)c1ccc(C)cc1)C(=O)N1CCC(C(=O)N[C@@H](Cc2ccccc2)C(=O)O)CC1 (stereo not given in full)	0%	-0.1%	i	0.6	·	0.7	51	5%	0.6%	i	14	-10%

Some of the entries so far, comma-delimited:
structure,MgcRacGAP inhibition,RSV antiviral HEp-2,Myeloid diff 2,Myeloid diff 2 GFP+ MAC1+ %,TNAP activation fold,NTR1 agonist,NTR1 agonist cell count 20 µM,SV40 large T antigen,K1F lysis inhibition,T cell modulator,T cell modulator vesicle-bound %,Salmonella PhoP GFP
C[C@H](NC(=O)C1CC(=O)N(c2ccc3c(c2)OCO3)C1)C(=O)NC1CCCCC1 (stereo not given in full),10%,1.3%,i,1.7,·,-0.8,53,9%,0.2%,i,3,-6%
O=C(Oc1ccc(N(Cc2cccs2)C2=NS(=O)(=O)c3ccccc32)cc1)c1ccccc1F,5%,-0.1%,i,0.6,1.1,0.2,78,15%,0.2%,i,27,-10%
O=C(c1cnn(C(=O)c2ccco2)c1)c1ccccc1O,9%,·,i,1.5,·,0.7,58,·,0.8%[50 µM],i,40,·
CCc1nc(Sc2nnnn2-c2ccccc2)c2c3c(sc2n1)CCCC3,9%,2.5%,i,0.1,1.1,11,49,1%,0.5%[50 µM],i,46,7%

Other entries.
SMILES	MgcRacGAP inhibition	RSV antiviral HEp-2	Myeloid diff 2	Myeloid diff 2 GFP+ MAC1+ %	TNAP activation fold	NTR1 agonist	NTR1 agonist cell count 20 µM	SV40 large T antigen	K1F lysis inhibition	T cell modulator	T cell modulator vesicle-bound %	Salmonella PhoP GFP
CCOC(=O)[C@@H]1[C@H]2COc3ccc(Br)cc3[C@H]2N2C(=O)N(c3ccc(Cl)cc3)C(=O)[C@]12C	7%	·	i	1.2	·	0.7	59	·	2.9%	i	18	·
O=C(O)C1=C(C(=O)N2CCN(C(=O)c3ccco3)CC2)CCCC1	0%	1.0%	i	8.1	1.1	3.0	61	12%	-0.9%	i	11	-2%
CS(=O)(=O)N1CCC(C(=O)Nc2ccc(F)cc2)CC1	8%	1.4%	i	0.6	·	0.1	56	13%	0.1%	i	56	-3%
CCN(CCCNC(=O)Cn1cc2c(n1)CCCC2)c1cccc(C)c1	11%	-0.6%	i	4.2	1.1	-1.7	48	23%	5.0%	i	66	4%
CCOC(=O)c1nnn(-c2nonc2N)c1CN1CCCCCC1	4%	-0.6%	i	0.7	1.1	-0.2	81	9%	0.5%	i	36	-10%
CCC/C(=C1/c2ccccc2C(=O)N1c1ccccc1)c1cnc(OC)nc1	5%	·	i	1.2	·	16	52	·	0.3%	i	31	·
Cc1ccc(CNC(=O)Cn2nnc(C(=O)Nc3cc(C)ccc3C)c2N)cc1	11%	1.5%	i	2.8	·	-0.3	63	-2%	1.2%	i	11	1%
Cc1sc(NC(=O)CSc2nnc(COc3ccc(Cl)cc3)n2C)c(C#N)c1C	2%	-0.7%	i	1.7	1.1	-0.4	104	0%	2.4%	i	22	-6%
COC(=O)c1ccccc1NC(=O)Cn1c(=O)oc2ccc(Cl)cc21	3%	1.9%	i	0.7	1.1	-2.9	63	7%	4.1%	i	15	-4%
Cc1ccc(-n2ncc3c(=O)n(CC#N)cnc32)cc1C	-6%	9.3%	i	1.6	1.2	-1.3	42	9%	-0.3%	i	42	14%
O=C(NCC1CCCCC1)c1ccc(Cl)nc1	5%	1.9%	i	1.3	·	-2.8	57	6%	0.2%	i	27	-5%
CCC(=O)c1ccc(N2CCN(C(=O)c3cccs3)CC2)c(F)c1	-2%	14%	i	0.5	·	1.3	60	6%	0.3%	i	48	-4%
COCCn1nnnc1C(c1ccc(OC)cc1)N1CCC(C)CC1 (stereo not given)	7%	0.2%	i	1.1	1.1	0.5	51	8%	0.2%	i	25	-11%
O=C(Nc1ncc(Cc2ccccc2Cl)s1)c1ccc([N+](=O)[O-])cc1	5%	0.1%	i	1.0	1.1	6.9	48	4%	3.5%	i	52	19%
O=C1NCC2=C1C(c1ccccc1)Nc1ccccc1N2 (stereo not given)	7%	0.2%	i	7.1	1.1	-0.7	58	18%	0.5%	i	26	-10%
Cc1cc(C)c2c(N)c(C(=O)NC3CCCC3)sc2n1	9%	0.5%	i	0.4	1.2	-0.6	39	2%	-0.2%	i	29	1%
O=C(CCOc1ccccc1)Nc1ccc([N+](=O)[O-])cc1	10%	1.3%	i	0.6	1.1	0.6	65	12%	-0.1%	i	50	3%
O=C(Nn1c(C2CCCCC2)nc2ccccc2c1=O)c1ccc([N+](=O)[O-])cc1Cl	6%	5.3%	i	0.3	1	0.7	84	3%	0.1%	i	43	-7%
CC(C)CCNc1nc(N)c([N+](=O)[O-])c(NCCO)n1	1%	·	i	0.8	·	-1.1	52	-5%	-2.7%	i	34	2%
CCOC(=O)c1cnc2nc(C)[nH]n2c1=O	4%	1.8%	i	1.0	1.1	-1.2	41	0%	0.6%	i	44	-12%
O=C(Nc1ccc(C(=O)O)cc1)/C(=C\c1ccc([N+](=O)[O-])cc1)NC(=O)c1ccc(Br)cc1	8%	-1.1%	i	0.4	0.9	0.1	38	5%	0.1%	i	35	5%
CCCn1c(N)c(N(CCOC)C(=O)CSCC(=O)Nc2ccc(OC)cc2)c(=O)[nH]c1=O	5%	-1.8%	i	0.8	·	1.3	51	9%	5.2%[50 µM]	i	24	-5%
CC(C)Oc1ccc(C(CC(=O)N(C)CCC#N)c2ccc(F)cc2)cc1 (stereo not given)	6%	2.4%	i	0.6	1.1	-0.5	45	7%	4.5%	i	32	3%
COc1ccc(N(CC(=O)N2CCN(Cc3ccc4c(c3)OCO4)CC2)S(C)(=O)=O)cc1OC	11%	1.1%	i	0.7	1.1	-0.8	25	-5%	1.4%	i	43	7%
CCn1c(SCc2ccccc2)nnc1C1CCN(S(=O)(=O)c2ccc(OC)cc2)CC1	13%	?	i	0.0	1	0.5	83	0%	-0.2%	i	60	14%
COc1ccc(NCC(=O)N/N=C2\CCCC(C)C2)cc1 (stereo not given)	16%	·	i	0.2	1.1	·	·	29%	-0.2%	·	·	5%
COc1cccc(CN(C)C(=O)CCN(c2ccccc2)S(=O)(=O)c2ccc(C)cc2)c1OC	14%	4.0%	i	1.4	·	0.3	61	4%	0.3%[50 µM]	i	33	-2%
